Source: PubChem
SRC1 inh = inhibitors of human steroid receptor coactivator 1 (SRC1). HEK293 GAL4-SRC1 luciferase reporter, luminescence. inhibition, % at 3.6 µM. AID 588354. Q15788. actives 0.12% (n = 360,000);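 active means inhibition above the campaign mean plus 3 SD, with each screening campaign given its own cutoff, cut at about 60% in these data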;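 further: 0% = DMSO treated cells and 100% = gossypol at 36 µM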
NOD2 RIPK2 PPI = inhibitors of human NOD2-RIPK2 interaction; CHO BLA complementation NOD2-RIPK2, CCF4 ratio; inhibition, % at 4.98 µM; actives 0.38% (n = 360,000); in the data active means inhibition above about 21%;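 further: 0% = vehicle only and 100% = reference blocker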
Target sequence (O43353 whole entry, looked up): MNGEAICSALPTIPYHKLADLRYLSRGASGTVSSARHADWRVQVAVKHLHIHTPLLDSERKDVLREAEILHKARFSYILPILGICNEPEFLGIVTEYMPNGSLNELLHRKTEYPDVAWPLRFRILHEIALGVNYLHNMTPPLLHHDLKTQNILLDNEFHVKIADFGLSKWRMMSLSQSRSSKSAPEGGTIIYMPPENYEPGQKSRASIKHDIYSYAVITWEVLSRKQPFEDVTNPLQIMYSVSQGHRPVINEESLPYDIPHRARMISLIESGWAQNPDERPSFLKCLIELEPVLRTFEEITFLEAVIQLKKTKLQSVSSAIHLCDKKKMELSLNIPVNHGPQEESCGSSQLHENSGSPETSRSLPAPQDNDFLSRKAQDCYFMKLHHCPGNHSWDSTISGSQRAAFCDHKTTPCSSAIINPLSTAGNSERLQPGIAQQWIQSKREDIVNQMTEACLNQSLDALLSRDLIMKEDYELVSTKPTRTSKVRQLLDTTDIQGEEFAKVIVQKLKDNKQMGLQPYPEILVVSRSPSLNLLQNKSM
Vif inh = HIV Vif inhibition. AID 602346. inhibition, % at 7.49 µM. HEK293T cells, Vif self-association by quenched fluorescence, imaging, 24 h. actives 0.35% (n = 340,000); in the data active means inhibition above about 50%, passing the limit was not always enough; inconclusive means no clear call, values can overlap the other calls; inactive means below about 31%; further: some results filed as inactive read as strong as hits
TRAIL sens C8 = caspase-8 TRAIL sensitization. NB7+C8 cells + TRAIL, ATPlite viability luminescence. inhibition (viability loss, TRAIL sensitization), % at 10 µM. actives 1% (n = 360,000). AID 624354;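 active means compounds causing at least 50% loss of cell viability in the single-dose screen, relative to plate controls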
LMP1 NFkB inh = inhibitors of Epstein-Barr LMP1-induced NF-kappaB reporter; LMP1-induced NF-kappaB luciferase reporter cells, luminescence; inhibition, % at 12.5 µM; actives 0.69% (n = 350,000); AID 504558; in the data active means inhibition above about 41%; inconclusive means no clear call, values can overlap the other calls;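 further: 0% = neutral control wells and 100% = reference inhibitor control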
NR5A2 inv ag = NR5A2 inverse agonism in reporter assay; actives 0.13% (n = 360,000); inhibition, % at 3.6 µM; O00482; HEK293T StAR-luciferase reporter, LRH-1 transfected, 24 h;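 active means inhibition above the mean inhibition of all tested compounds plus 3 SD, cut at about 73% in these data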;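 further: 0% = DMSO wells and 100% = reporter-only cells lacking LRH-1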
COUP-TFII inh = inhibitors of human COUP-TFII (NR2F2); AID 686940; actives 0.7% (n = 370,000); inhibition, % at 8.6 µM; HEK293T NGFI-A luciferase reporter, luminescence; P24468;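 active means inhibition above a per-plate cutoff, mean inhibition of test wells between control levels plus 3 SD, cut at about 38% in these data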;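 further: cells cotransfected with COUP-TFII expression vector driving the NGFI-A reporter; 0% = median of COUP-TF2 test wells and 100% = reporter-only cells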
Target sequence (P24468 whole entry, looked up): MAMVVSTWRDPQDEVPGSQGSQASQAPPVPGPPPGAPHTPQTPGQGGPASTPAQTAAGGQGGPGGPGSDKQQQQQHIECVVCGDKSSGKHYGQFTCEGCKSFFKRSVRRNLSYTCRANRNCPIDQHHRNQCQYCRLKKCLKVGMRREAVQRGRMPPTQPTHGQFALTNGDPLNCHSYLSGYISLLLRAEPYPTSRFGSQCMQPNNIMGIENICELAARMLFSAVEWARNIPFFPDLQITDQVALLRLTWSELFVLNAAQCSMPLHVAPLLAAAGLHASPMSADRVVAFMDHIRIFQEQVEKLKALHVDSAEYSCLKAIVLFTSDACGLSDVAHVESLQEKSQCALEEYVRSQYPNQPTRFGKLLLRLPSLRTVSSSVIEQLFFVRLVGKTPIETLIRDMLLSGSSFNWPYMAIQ
SRC2 inh = inhibits human steroid receptor coactivator 2 | AID 651957 | HEK293 GAL4-SRC2 luciferase reporter, luminescence | actives 0.17% (n = 370,000) | Q15596 | inhibition, % at 9 µM;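 active means inhibition above the mean inhibition of all tested compounds plus 3 SD, set per campaign, cut at about 52% in these data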;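 further: 0% = DMSO treated cells and 100% = cells given Gossypol at 36 µM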
TROY NFkB inh = TROY signaling inhibition; AID 1347056; inhibition, % at 10 µM; Q293 LMP1-TROYcd NF-kB luciferase reporter, 4 h; actives 0.98% (n = 360,000);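 active means compounds whose plate-normalised and pattern-corrected inhibition of the luciferase reporter signal at the single screening dose is 50% or more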
TLR9-MyD88 block = inhibitors of human TLR9-MyD88 binding | Q9NR96+Q99836 | CHO BLA complementation TLR9-MyD88, CCF4 FRET ratio | inhibition, % at 4.98 µM | actives 0.21% (n = 340,000);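 active means inhibition above the mean over all tested compounds plus 3 SD, cut at about 21% in these data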;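 further: 0% = DMSO only wells and 100% = clavulanate BLA inhibitor control wells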
SRC3 inh = human NCOA3 inhibition; Q9Y6Q9; HEK293 GAL4-SRC3 luciferase reporter, luminescence; inhibition, % at 3.6 µM; actives 0.17% (n = 360,000); AID 588352;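 active means inhibition above a per-campaign cutoff, the mean of all compounds plus 3 SD, cut at about 60% in these data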;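 further: 0% = DMSO-treated cells and 100% = gossypol-treated cells at 36 µM; higher means less SRC3-driven luciferase light from the GAL4 reporter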
The depositor's hits bear a star; ? = inconclusive; · = no result given. A portion of the library; count on the stated rates, not on these rows.

#	SMILES	NOD2 RIPK2 PPI	COUP-TFII inh	SRC1 inh	SRC2 inh	TLR9-MyD88 block	Vif inh	TRAIL sens C8	TROY NFkB inh	SRC3 inh	LMP1 NFkB inh	NR5A2 inv ag
1	Cc1ccc(C)c(NC(=O)CCCCCN2C(=O)[C@@H]3Cc4ccccc4CN3C2=O)c1	10	7	-9	-45	-8	2	2	13	10	1	3
2	Cc1nc(N)sc1-c1ccccc1	5	-16	-4	-26	-11	3	10	16	-9	-2	-20
3	C[N+](C)(CCOc1ccccc1)Cc1ccccc1	-1	10	-1	6	-3	-8	5	2	-1	-3	13
4	COc1ccccc1NC(=O)c1ccc2nsnc2c1	-4	-10	-92	-45	10	3	21	-68	-84	-14	-81
5	CCOc1ccccc1NC(=O)Nc1ccc(OC)nc1	2	14	-6	0	-5	-6	0	5	7	5	19
6	O=C(Cc1ccc(Cl)cc1)Nc1ccc(N2CCN(C(=O)c3ccco3)CC2)cc1	-1	21	8	32	-9	4	-8	7	9	13	-13
7	NCCc1c(C(=O)O)[nH]c2ccc([N+](=O)[O-])cc12	-5	8	0	-34	-5	3	-16	21	-12	-1	6
8	COC(=O)C1CCN(C(=O)c2ccc3oc(Cc4ccc(Cl)cc4)nc3c2)CC1	-12	-9	-35	19	2	1	5	5	-13	1	11
9	Cc1ccc2cc(F)c(F)c(F)c2n1	-4	4	8	-37	·	-6	-3	5	-17	·	-1
10	Cc1cc(C(=O)COC(=O)c2ccc(F)cc2F)c(C)n1C1CC1	-3	-1	-25	-49	8	1	2	1	0	-23	-26
11	CCCN=C1N(C)C[C@@H]2[C@@H]3C(=O)N(C)C(=O)[C@@H]3[C@](CC)(C(=O)OC)N12	-4	-1	-7	2	-7	7	3	-3	-2	9	-9
12	Cc1csc2c(NCCCN3CCOCC3)ncnc12	-17	0	4	-7	-3	3	-17	1	24	6	4
13	Cc1ccc(NC(=O)c2ccc(Cl)nc2)cc1S(=O)(=O)N1CCOCC1	3	8	3	-11	-4	6	17	11	-7	-15	19
14	C[C@@H]1CCCCO[C@H](CN(C)C)[C@H](C)CN([C@@H](C)CO)C(=O)c2cc(NC(=O)Nc3ccc(C(F)(F)F)cc3)ccc2O1	-2	11	-6	-38	-3	·	28	3	-5	-4	-14
15	COc1ccc(S(=O)(=O)N2CCN(C(=O)C3CCC3)CC2)cc1	-1	1	-7	16	2	0	-9	-3	7	1	-17
16	CCOC(=O)C(Oc1ccc2c(-c3ccccc3)cc(=O)oc2c1)c1ccccc1 (stereo not drawn)	4	0	-18	9	-6	3	15	11	13	6	7
17	CCC(=O)c1ccc(OCC(=O)OCC(=O)Nc2ccc3c(c2)OCCO3)cc1	-14	-1	4	-20	-12	8	11	0	4	-3	-13
18	NS(=O)(=O)c1cccc(NC(=O)COC(=O)CN2C(=O)c3ccccc3C2=O)c1	1	12	4	-3	-6	0	3	-8	4	-1	-5
19	CCOC1=C/C(=C/c2c(N)n3nc(S(=O)(=O)CC)sc3nc2=O)C=CC1=O	-8	2	-3	9	-2	-1	-3	-21	-1	-12	-8
20	C=CCn1c(-c2ccc(OC)c(OC)c2)n[nH]c1=S	11	-5	-2	-13	6	3	-4	-12	9	-3	0
21	COc1ccc(OC)c(C2CC(=O)C(C)C(c3cc(OC)ccc3OC)N2)c1 (stereo not drawn)	0	1	-10	-3	2	·	-3	-3	-9	-8	2
22	OCCC1CN(Cc2ccn[nH]2)CCN1Cc1ccc(F)c(F)c1 (stereo not drawn)	3	4	0	1	3	-10	-17	-4	17	-3	-8
23	O=C(CCSc1ccc(Cl)cc1)NCc1ccncc1	-2	5	1	8	1	5	0	-9	11	3	5
24	COCCN(C(=O)CC1CCCC1)c1c(N)n(CC(C)C)c(=O)[nH]c1=O	-3	-6	0	6	-3	-1	3	-14	-13	-10	17
25	FC(F)(F)c1cc(CCN2C(=S)NC[C@@H]2CC2CCCCC2)cc(C(F)(F)F)c1	0	-12	9	-10	-10	-1	21	17	5	12	-2
26	O=C(NCc1ccccc1)C1=C[C@H](c2ccc(Br)cc2)C[C@H](OCCCCO)O1	6	10	-8	-27	1	-2	2	-12	-6	2	-9
27	CC1CN(S(=O)(=O)c2cccc(C(=O)OCc3cc(=O)oc4cc(O)ccc34)c2)CC(C)O1 (stereo not drawn)	3	-6	-9	3	4	-6	18	41	-10	17	1
28	COc1ccc(NC(=O)CN(C)C(=O)c2cccc(S(=O)(=O)N3CCN(C)CC3)c2)cc1	2	-11	-4	-9	-5	1	9	0	-5	-3	-5
29	O=C(c1ccccc1OCc1ccc(Cl)cc1)N1CCN(c2ccccn2)CC1	3	4	11	-23	-6	-2	-4	-9	2	0	9
30	CCN(CC)CCNC(=O)c1ccc(Cl)c(S(=O)(=O)N2CCCCCC2)c1	5	15	9	-12	-10	10	-8	3	10	6	-11

Some of these compounds in order of their number in Vif inh, largest number first:
no.	compound	NOD2 RIPK2 PPI	COUP-TFII inh	SRC1 inh	SRC2 inh	TLR9-MyD88 block	Vif inh	SRC3 inh	LMP1 NFkB inh	NR5A2 inv ag
30	CCN(CC)CCNC(=O)c1ccc(Cl)c(S(=O)(=O)N2CCCCCC2)c1	5	15	9	-12	-10	10	10	6	-11
19	CCOC1=C/C(=C/c2c(N)n3nc(S(=O)(=O)CC)sc3nc2=O)C=CC1=O	-8	2	-3	9	-2	-1	-1	-12	-8
26	O=C(NCc1ccccc1)C1=C[C@H](c2ccc(Br)cc2)C[C@H](OCCCCO)O1	6	10	-8	-27	1	-2	-6	2	-9

More results:
#	SMILES	NOD2 RIPK2 PPI	COUP-TFII inh	SRC1 inh	SRC2 inh	TLR9-MyD88 block	Vif inh	TRAIL sens C8	TROY NFkB inh	SRC3 inh	LMP1 NFkB inh	NR5A2 inv ag
31	CC(C)(C)n1nnc(CCc2nnn(C(C)(C)C)n2)n1	-3	9	5	14	4	9	13	14	26	6	15
32	Cc1ccc2[nH]c(C(=O)O)c(NC(=O)[C@@H]3C[C@@H]3c3ccccc3)c2c1	2	-4	-2	11	-1	7	1	5	0	-7	-4
33	CCCCOc1ccc(C(NC(=O)OCC)NC(=O)OCC)cc1	0	-3	-8	-6	-3	2	3	-12	6	0	2
34	COc1ccc(C)cc1NC(=S)NNC(=O)c1c(Br)cnn1C	-6	9	-3	26	-17	2	1	-6	3	-20	3
35	CC(=O)NN1C(=O)c2ccccc2NC1c1ccccc1 (stereo not drawn)	4	10	10	-1	9	-4	5	-5	11	0	8
36	COc1ccc(-c2cc(C(F)(F)F)nc(SCC(=O)NCc3cccs3)n2)cc1	-7	-18	-3	-15	-1	·	16	6	-12	-2	-6
37	Cc1c(CCOC(=O)c2ccc(Cl)cc2Cl)sc[n+]1CC(=O)c1ccccc1	4	-3	-20	-27	4	-6	14	-25	-12	4	10
38	O=C(O)[C@H](Cc1ccccc1)NC(=O)N1CCN(c2cccc(C(F)(F)F)c2)CC1	-13	10	0	-2	3	?	10	-3	3	-2	16
39	CC(C)CCCCCCNC(=S)Nc1ccc(S(=O)(=O)N2CCOCC2)cc1	-8	4	12	11	6	-11	8	56*	19	-7	25
40	O=C(COc1ccc2c(c1)OCO2)Nc1nnc(Cc2ccccc2)s1	-1	4	-3	-15	-8	-3	0	-11	-5	-5	16
41	Cc1ccnc(NC(=S)NC(=O)/C=C/c2ccc(Cl)cc2)c1	7	-4	-23	-29	8	-2	2	-30	-14	-18	3
42	CCCn1c2ccccc2c2cnn(CC(=O)NCCCN3CCCC(C)C3)c(=O)c21 (stereo not drawn)	-3	-20	12	4	-5	0	-16	-11	-16	-3	-11
43	O=C(NC1CCCN(Cc2ccc(Cl)cc2)C1)C1CCC1 (stereo not drawn)	-12	9	9	17	2	-2	7	2	3	-6	6
44	CCOC(=O)c1nn(-c2ccc(F)cc2)c(=O)c2c(N)scc12	4	-9	6	-13	-5	-6	-10	-3	12	-11	3
45	[O-][N+]1=C(c2cccs2)CN(O)C1	-23	3	-12	8	-5	14	-14	-11	11	-2	5
46	COc1cc(C(=O)NCCNc2nc3ccc(C)cc3cc2C#N)cc(OC)c1OC	-4	-1	2	14	2	15	-3	-21	-24	4	9
47	CN(C)Cc1csc(NC(=O)Nc2cccc(Cl)c2)n1	-5	20	11	-21	·	-6	-1	-25	-6	·	-20
48	COc1ccc(S(=O)(=O)N2CCOCC2)cc1NC(=O)c1ccc(OCC(C)C)c(OC)c1	-9	14	-3	-2	-11	12	4	2	-32	-8	4
49	CCN(CC(=O)NCc1cccs1)C(=O)c1ccc(N(C)S(=O)(=O)c2ccc(C)cc2)cc1	-2	19	-8	7	-2	-17	17	-4	-28	4	7
50	CCCCc1c(-c2ccccc2OC)ncn1Cc1cccc(-c2ccccc2)c1	-6	8	·	5	·	·	25	28	·	·	5
51	O=C(NCc1ccccc1)N1CCC(n2cnc3cc(F)ccc32)CC1	-7	10	8	3	6	·	-1	14	11	5	9
52	C/C(=N\NC(=O)c1ccc(-c2ccccc2)cc1)c1ccco1	-7	22	-3	-12	-11	-1	13	-12	-10	7	12
53	CC(C)c1ccccc1-n1c(SCC(=O)c2ccc3c(c2)NC(=O)CO3)nc2ccccc2c1=O	0	6	4	12	14	-14	3	8	14	-20	5
54	Cc1cc(=O)oc2c3c(cc(OCC(=O)NCc4cccnc4)c12)OC(C)(C)CC3	9	4	-3	25	-14	-5	10	-5	3	0	9
55	Cc1cc(C)cc(Nc2nc3c([nH]2)c(=O)n(C)c(=O)n3C)c1	-10	13	-7	11	-8	-15	-10	21	10	-2	-12
56	CCCCC(CC)CNC(=O)c1[nH]c(C)c(C(C)=O)c1C (stereo not drawn)	4	7	6	-17	-11	-7	2	-3	14	14	6
57	CC(C)N(Cc1nccn1C)C(=O)C1CCC(=O)N(CCc2ccccc2)C1 (stereo not drawn)	-9	-3	-1	-54	-15	-2	-1	-6	-30	3	4
58	COc1cc(OC)cc(C(=O)N[C@H](C(=O)OCn2nnc3ccccc3c2=O)C(C)C)c1	3	3	2	22	7	-6	-2	-7	8	8	-10
59	CC(C)(C)c1cc(=O)n2c(nc3ccccc32)[nH]1	-14	16	-9	-2	1	-12	23	-39	1	-6	-31
60	O=C(COc1ccccc1[N+](=O)[O-])N/N=C/C=C/c1ccco1	2	7	-10	-16	2	5	5	-4	11	-9	-9
61	CC1=NNC(=O)C1CCC(=O)N/N=C/c1c(Cl)cccc1Cl (stereo not drawn)	0	13	-18	4	1	11	-4	4	0	0	18
62	O=C(/C=C/c1ccc([N+](=O)[O-])cc1)NCc1ccco1	-8	-21	-28	-31	2	5	0	-9	-1	2	-13
63	O=C(C[n+]1cc(-c2ccc(F)cc2)n2c1CCC2)c1cccs1	0	-11	-73	-66	5	-2	22	-39	-58	-27	-66
64	Cc1ccccc1-c1cnc(C(O)c2cc(Cl)cc(Cl)c2)[nH]1 (stereo not drawn)	3	-7	-3	-8	·	-4	-11	-8	-5	·	11
65	Nc1cc2[nH]c(=O)c3ccccc3c2cc1[N+](=O)[O-]	10	-14	5	-30	2	-9	-3	-57	-25	-15	-56
66	COc1cc(/C=C/C(=O)O)ccc1OCc1ccccc1C#N	-3	-13	-4	4	-2	5	22	7	8	1	-8
67	CSCCC(NC(=O)OC(C)(C)C)C(=O)NC(C(=O)NC(CC(C)C)C(N)=O)C(C)C (stereo not drawn)	-19	-10	0	-2	-7	-1	12	5	17	-4	-4
68	COc1cc(CNC2CCCC2)cc(OC)c1OC	-2	8	9	-3	5	0	-2	-26	-11	3	-6
